Assay outcomes as filed in PubChem.
PMI act hi M6P = increases human PMI activity with near-saturating mannose 6-phosphate | P34949 | coupled PMI enzyme assay, resazurin fluorescence, 20 min; stronger effect = higher value; 1 = untreated enzyme, 0 = substrate-free blank | activation factor at 20 µM | 190,000 tested, 0.34% active;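 active = activation factor of 2 or more at 20 µM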
Target sequence (P34949 whole entry, looked up): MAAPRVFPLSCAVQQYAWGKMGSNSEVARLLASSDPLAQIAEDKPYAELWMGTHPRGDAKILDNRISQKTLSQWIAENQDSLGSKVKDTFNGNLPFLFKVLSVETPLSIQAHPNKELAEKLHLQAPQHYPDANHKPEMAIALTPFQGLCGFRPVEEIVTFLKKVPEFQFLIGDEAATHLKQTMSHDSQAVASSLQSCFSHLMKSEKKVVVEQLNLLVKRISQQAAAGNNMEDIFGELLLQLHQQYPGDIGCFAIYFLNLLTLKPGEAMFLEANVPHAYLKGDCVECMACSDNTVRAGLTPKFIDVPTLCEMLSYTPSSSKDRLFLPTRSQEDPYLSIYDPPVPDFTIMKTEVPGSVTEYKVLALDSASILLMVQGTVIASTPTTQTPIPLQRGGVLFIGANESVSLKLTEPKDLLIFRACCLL
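Test system: human phosphomannose isomerase with PGI, G6PDH, diaphorase coupling enzymes / Doses: 20 µM compound, 1% DMSO / Times: enzyme reaction with compound 20 min at room temperature / Measured by: Diaphorase-driven resazurin-to-resorufin fluorescence, excitation 544, emission 590 nm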
TNAP act hiacc = TNAP (human) activation, high acceptor; P05186; activation factor at 20 µM; purified TNAP, CDP-star luminescence, 1 M DEA, 30 min; stronger effect = higher value; 0 = EDTA background, 1 = DMSO-only activity; 200,000 tested, under 10 active;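 active = activation factor at least 2 at 20 µM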
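Assay system: human TNAP; Input: enzyme diluted 1/800 final; Reagent: CDP-star luminogenic substrate at 100 µM final; Timing: 30 min, room temperature; Signal: luminescence; Evaluation: TNAP activation factor scaled between EDTA and DMSO control wells.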
NF-kB neuron act = compounds increasing NF-kB expression in human neuronal cells. fold change at 12.5 µM. 190,000 tested, 1.6% active. NF-kB reporter expression; stronger effect = higher value; in the data active = fold change above about 3.3
bIAP act = intestinal alkaline phosphatase (bovine) activation; purified bovine IAP, CDP-star luminescence, 30 min; stronger effect = higher value; fold of DMSO-control signal, blank-subtracted; activation factor at 20 µM; 200,000 tested, 0.17% active; AID 1016;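 active = activation factor of 2 or more at 20 µM, a signal rise over negative controls twice the positive control's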
APP 5'UTR act = activates APP 5'UTR luciferase reporter; SH-SY5Y APP 5'UTR luciferase reporter, luminescence; zero percent = DMSO vehicle wells; 190,000 tested, 1% active; activation, % at 2 µM; AID 1276;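 active = activation above a set limit, based on mean plus 3 SD of controls, cut at about 140% in these data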; also: values of inactives mirror those of a sister screen read the other way
PMI activator = phosphomannose isomerase (human) activation | activation factor at 20 µM | P34949 | purified human PMI, coupled resazurin fluorescence, 20 min; stronger effect = higher value; 1 = vehicle control, 0 substrate-free wells | 190,000 tested, 0.005% active | AID 1214;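 active = activation factor of 2 or more at 20 µM, relative to plate controls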
FLuc inhib CS = counter-screen for luciferase assay inhibitors: firefly luciferase inhibition. inhibition, % at 10 µM. 200,000 tested, 1.5% active. ATPLite firefly luciferase biochemical luminescence, 10 min;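 active = inhibition above about 50% when tested at 10 µM, limit read from the data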
Target sequence (P08659 whole entry, looked up): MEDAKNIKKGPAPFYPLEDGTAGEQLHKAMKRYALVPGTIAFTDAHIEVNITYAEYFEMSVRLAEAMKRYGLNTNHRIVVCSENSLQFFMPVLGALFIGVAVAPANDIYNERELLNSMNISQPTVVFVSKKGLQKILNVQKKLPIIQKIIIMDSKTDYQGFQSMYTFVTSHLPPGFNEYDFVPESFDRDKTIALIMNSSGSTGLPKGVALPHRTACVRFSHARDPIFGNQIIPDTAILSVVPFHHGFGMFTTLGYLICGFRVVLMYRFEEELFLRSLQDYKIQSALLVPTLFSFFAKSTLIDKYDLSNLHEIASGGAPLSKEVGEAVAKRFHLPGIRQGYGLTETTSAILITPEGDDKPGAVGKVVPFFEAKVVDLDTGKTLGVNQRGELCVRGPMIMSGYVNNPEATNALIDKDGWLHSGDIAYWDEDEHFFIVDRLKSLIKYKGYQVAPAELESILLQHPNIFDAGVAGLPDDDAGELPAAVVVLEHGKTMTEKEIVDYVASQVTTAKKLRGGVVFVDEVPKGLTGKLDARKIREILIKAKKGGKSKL
FLuc act counter = affects firefly luciferase, flagging false hits in luciferase stimulation screens | ATPlite luciferase biochemical, luminescence, 10 min; 0 = ATP-free wells, 1 = DMSO control | 200,000 tested, under 10 active | activation factor at 10 µM;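 active = luciferase activation factor, scaled between plate controls, of at least 2 with compound at 10 µM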
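Material: Luciferase/luciferin reagent mix; Doses: test compounds dosed from 2 mM stocks in 100% DMSO; Schedule: 10 min incubation after luciferase reagent addition, room temperature; Measured by: luminescence from luciferase reaction; Read-out: luminescence gain marking luciferase activators.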
TNAP inh no acc = blocks human TNAP activity with no phosphate acceptor present; P05186; purified TNAP, CDP-star luminescence, 30 min; inhibition, % at 20 µM; 200,000 tested, 0.26% active;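 active = tissue-nonspecific alkaline phosphatase inhibition above about 50% at 20 µM in the single-dose screen, limit read from the data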;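 also: 0% = DMSO negative control and 100% = EDTA positive control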
TNAP inh hiacc = blocks human TNAP under high phosphate acceptor concentration. P05186. purified TNAP, CDP-star luminescence, 1 M DEA. inhibition, % at 20 µM. 200,000 tested, 0.03% active. AID 1135;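 active = over 50% inhibition of tissue-nonspecific alkaline phosphatase at 20 µM in the single-dose screen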;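 also: plate controls were DMSO wells for no effect and EDTA-quenched wells as full inhibition for full effect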
* marks the source's active call; other numbers are inactive results; . = no result given; & = joins results of further samples.

SMILES	PMI act hi M6P	TNAP act hiacc	NF-kB neuron act	bIAP act	APP 5'UTR act	PMI activator	FLuc inhib CS	FLuc act counter	TNAP inh no acc	TNAP inh hiacc
COc1ccc(CCN(C)C(=O)C2CCCN(Cc3ccc(OC)c(OC)c3)C2)cc1OC (configuration not stated)	1.1&0.9	0.9&1.1	1.1&1	1&1	3&18	1&0.9	5&-2	0.9&1	-1&-12	6&-5
CCc1ccc2nc(NC(=O)CCCc3cccs3)sc2c1	1	1	1.9	0.7	.	1	-2	1	-10	4
COc1cc(/C=N/O)ccc1OCc1ccc(Cl)cc1	1.1	1.1	8.4*	1	191*	1.1	43	0.6	-2	-5
CCOC(=O)C1CCCCN1Cc1ccc(C(F)(F)F)cc1 (configuration not stated)	1	1	0.98	1	-15	0.9	-6	1.1	-14	-4
Cc1cccc(C(=O)N=c2c(C#N)cc3c(=O)n4cccc(C)c4nc3n2Cc2ccco2)c1	1.1	1	0.52	0.9	-19	1	-1	1	-2	0
Cc1ccc(CNC(=O)CCc2ccc(S(=O)(=O)NCC(C)C)cc2)cc1	1	1.1	.	0.9	9	1	-4	1	-11	-7
Cn1c(SCC(=O)c2ccc3c(c2)OCO3)nnc1C1COc2ccccc2O1 (configuration not stated)	1	1	1.6	1	0	0.9	-4	1	-5	-3
O=C(COc1cccc2ccccc12)N/N=C/C=C/c1ccccc1	0.9	1	1.4	0.9	10	0.8	-7	1.1	-17	-2
CC(=O)c1ccc(NC(=O)CSc2ccsc2[N+](=O)[O-])cc1	0.9	1	1.1	0.9	31	1	-4	1	-6	-4
O=C(COC(=O)CCc1ccccc1)Nc1ncc(Cl)cc1Cl	1	1.1	1.2	0.9	-3	1	-7	1.1	-17	-13
CCOC(=O)c1c(N2C(=O)C=CC2=O)sc(C)c1C	1.5	1	0.77	1.1	-5	1.1	5	1	-4	0
COc1ccc(-c2cc(C(=O)Nc3nc4ccccc4s3)c3ccccc3n2)cc1OC	0.8	1	0.58	0.6	16	0.8	1	1	-1	1
CCc1cc2c(=O)n(C(C)C(=O)OC3CCCCC3)cnc2s1 (configuration not stated)	1	1.1	1.8	1	56	0.9	-2	1	-13	-5
Cc1ccc(C(=O)Nc2nc(-c3ccc([N+](=O)[O-])cc3)cs2)o1	1.1	1	1.1	1	5	1	-5	1.1	-6	4
Cc1ccc(NC(=O)CSc2nnc(CCCCCNC(=O)OC(C)(C)C)o2)c(C)c1	1.1	1	0.91	0.9	2	1.1	-5	1.1	-21	0
COc1ccc(C2OC(=O)CC2C(=O)N2CCN(c3cc(Cl)ccc3C)CC2)cc1OC (configuration not stated)	1.1	1	0.91	1.1	.	0.9	-5	1.1	8	-5
O=C(Nc1ccccc1)c1cccnc1Nc1ccccc1	0.8	1	1.1	1.4	-20	0.8	3	1	-3	-2
CCN(CC)CCNC(=O)c1ccc(-n2c(C)cc3c2CCCC3=O)cc1	0.8	1	1	1.1	5	1	-7	1.1	-10	-3
CCCCOc1ccc(NC(=O)CN2CCN(C(=O)OCC)CC2)cc1	1.1	1	0.94	0.9	-9	1.1	-9	1.1	-6	-2
Cc1ccc(-c2nnn(CC(=O)N(CCN3CCOCC3)C(C(=O)NC(C)(C)C)c3ccco3)n2)cc1 (configuration not stated)	1	1	1.1	1.2	4	1	-2	1	-6	2
CCOC(=O)c1ccccc1NC(=O)CSc1nc(N)cc(N)n1	1	1	1.6	1	30	1	-5	1.1	-7	3
CNc1nc(-c2ccccc2)nnc1C(F)(F)F	0.9	1	1.2	0.9	18	1	-6	1.1	-8	2
O=C1c2oc3ccccc3c(=O)c2C(c2cccc(O)c2)N1CCCN1CCOCC1 (configuration not stated)	1	1.1	1.1	1	-11	1	-6	1.1	-16	-5
CC1=C(C(=O)Nc2ccccc2F)C(c2cccs2)NC(=S)N1 (configuration not stated)	0.9	1.1	1.1	0.8	-5	1	-10	1.1	-6	-6
CC(=O)Nc1cccc(C(=O)N/N=C/c2ccc(F)cc2)c1	1.1	1	1.1	0.9	50	1	36	0.6	-4	-3

Random excerpt: 7 records from the list.
SMILES	PMI act hi M6P	TNAP act hiacc	NF-kB neuron act	bIAP act	APP 5'UTR act	PMI activator	FLuc inhib CS	FLuc act counter	TNAP inh no acc	TNAP inh hiacc
O=C1c2oc3ccccc3c(=O)c2C(c2cccc(O)c2)N1CCCN1CCOCC1 (configuration not stated)	1	1.1	1.1	1	-11	1	-6	1.1	-16	-5
CCOC(=O)C1CCCCN1Cc1ccc(C(F)(F)F)cc1 (configuration not stated)	1	1	0.98	1	-15	0.9	-6	1.1	-14	-4
CCN(CC)CCNC(=O)c1ccc(-n2c(C)cc3c2CCCC3=O)cc1	0.8	1	1	1.1	5	1	-7	1.1	-10	-3
CC(=O)Nc1cccc(C(=O)N/N=C/c2ccc(F)cc2)c1	1.1	1	1.1	0.9	50	1	36	0.6	-4	-3
Cc1ccc(C(=O)Nc2nc(-c3ccc([N+](=O)[O-])cc3)cs2)o1	1.1	1	1.1	1	5	1	-5	1.1	-6	4
COc1cc(/C=N/O)ccc1OCc1ccc(Cl)cc1	1.1	1.1	8.4*	1	191*	1.1	43	0.6	-2	-5
CCc1cc2c(=O)n(C(C)C(=O)OC3CCCCC3)cnc2s1 (configuration not stated)	1	1.1	1.8	1	56	0.9	-2	1	-13	-5

(more compounds)
SMILES	PMI act hi M6P	TNAP act hiacc	NF-kB neuron act	bIAP act	APP 5'UTR act	PMI activator	FLuc inhib CS	FLuc act counter	TNAP inh no acc	TNAP inh hiacc
COc1cc(Nc2cc(C)nc3nc(C)nn23)cc(OC)c1OC	0.9	1	1.1	1.3	9	0.9	0	1	0	0
COc1ccc(NC(=O)C(c2ccc(OC)cc2)N(C)C(=O)CNC(C)=O)cc1 (configuration not stated)	1.1	1	0.96	0.9	3	1.1	-2	1	-8	-2
COc1ccc(NC2CC(=O)N(c3ccc(C(=O)O)cc3)C2=O)cc1 (configuration not stated)	0.8	1	1.2	1	-18	1	-5	1.1	-3	-4
O=S(=O)(c1ccccc1)c1nc(-c2ccco2)oc1NCc1cccnc1	1.1	1	1.1	0.9	-4	1.4	0	1	17	0
CN1c2ccsc2C(O)=C(C(=S)Nc2ccccc2)S1(=O)=O	0.9	1	1	0.9	-7	0.8	-2	1	-5	1
COc1ccc(CNC(=O)c2cc(COc3c(F)cccc3F)on2)cc1OC	1	1	0.91	0.9	10	0.9	-2	1	-8	-3
O=C(O)C1=C[C@@H](c2ccc(Br)cc2)C[C@@H](OCc2ccc(CO)cc2)O1	1.2	1.1	1.1	1	-10	1	-4	1	-14	-7
CC(C)OC(=O)CSc1nnc(-c2ccccn2)n1C	1	1.1	1.3	1	6	1	-5	1.1	-10	-6
CCC(=O)N1CCc2cc(S(=O)(=O)CCC(=O)NCc3cccs3)ccc21	1	1	1.1	1	5	0.9	-4	1	-10	-3
FC(F)(F)c1cc(-c2cccs2)nc(NCc2ccco2)n1	1	1	1	1	-3	1.1	-5	1	-3	-4
OCCOCCOc1ccc(-c2nn[nH]n2)cc1	1.1	1	1.2	1.1	2	1.2	15	0.8	-13	-3
CC1=C(C#N)C(c2ccoc2)C(C(=O)OCc2ccccc2)=C(N)S1 (configuration not stated)	0.8	1	1.1	0.7	-9	0.8	-4	1	-6	0
Cc1ccc(-n2c(O)cnc2Nc2nc(C)cc(C)n2)cc1	1	1	1.2	1.2	-3	1	-1	1	-5	-3
Cc1nnc(Nc2ccc(Cl)cc2)n(N)c1=O	1	1	1.4	0.9	14	1	-1	1	-8	1
Cc1noc(/C=C/c2cccs2)c1S(=O)(=O)N1CCC(C(=O)NCCCN2CCCC(C)C2)CC1 (configuration not stated)	1.1	1	.	0.9	10	1	-6	1.1	4	-3
COc1ccccc1-c1csc(Cc2nnc3n2CCCCC3)n1	1.1	1.1	1.4	1	-14	1.1	-3	1	-10	-6
COC(=O)c1cc(C)sc1NC(=O)c1cccnc1	1	1	0.94	0.9	-1	1	-10	1.1	-2	-4
O=C(CN1C(=O)C2C3C=CC(C4CC34)C2C1=O)OCC(=O)c1ccccc1 (configuration not stated)	0.9	1	1	0.7	3	0.9	-4	1	-2	0
O=C(NCCN1CCOCC1)C1CCC(CNS(=O)(=O)c2ccc(Cl)cc2)CC1 (configuration not stated)	1	1.1	1.1	0.6	-4	0.9	-6	1.1	-13	-5
O=C(O)c1ccc(-n2cccn2)nc1	1	1.1	1.5	1	21	1.1	-6	1.1	-12	-6
C=CCOc1ccc(C2C(C(=O)c3ccco3)=C(O)C(=O)N2c2nnc(C)s2)cc1 (configuration not stated)	.	1.1	1.2	1.1	10	.	7	0.9	-4	-5
O=C(NCNC(=O)c1ccccc1)c1ccccc1	1.1	1.1	1.3	0.9	-10	1	-5	1	-15	-9
COc1ccccc1CNC(=O)CN(c1ccc(C)cc1)S(=O)(=O)c1c(C)nn(C)c1C	1	1	1.2	1.1	12	1	-3	1	-7	0
Oc1cccc(C(=S)N2CCCCC2)c1	0.9	1.1	1.1	1	0	0.6	-4	1	-10	-8
Cc1cc(C)cc(NC(=O)CSc2nnc(CNC(=O)c3cccs3)o2)c1	1.1	1	0.92	0.9	-1	1	0	1	-8	3

Other entries:
SMILES	PMI act hi M6P	TNAP act hiacc	NF-kB neuron act	bIAP act	APP 5'UTR act	PMI activator	FLuc inhib CS	FLuc act counter	TNAP inh no acc	TNAP inh hiacc
Cc1ccc(CSCC(=O)N/N=C/c2sccc2C)cc1	1	1	1.1	0.3	18	0.9	-6	1.1	-3	0
COC(=O)Nc1nc(C)c(C(=O)c2ccccc2)s1	1	1.1	1.6	0.9	4	1	-3	1	-11	-9
CCOC(=O)c1ccc(NC(=O)C(=O)NCC2CCCO2)cc1 (configuration not stated)	1	1.1	1.2	1	32	1.1	0	1	2	-5
O=C(Nc1ccccc1-c1ccccc1)C(c1ccccc1)c1ccccc1	1	1	1.2	0.8	5	0.9	-5	1.1	16	-4
O=C(N/N=C/c1ccco1)/C(=C/c1cccc([N+](=O)[O-])c1)NC(=O)c1ccccc1	0.9	1	1	1.1	-8	0.9	-7	1.1	2	-2
c1cncc(C2OCC3(CO2)COC(c2cccnc2)OC3)c1 (configuration not stated)	1.1	1	1.1	0.9	7	0.9	-5	1	-10	0
COC(=O)C1(CO)NC(c2cccs2)C2C(=O)N(c3ccccc3)C(=O)C21 (configuration not stated)	1	1.1	0.99	1	-14	1	-6	1.1	-15	-5
CCOC(=O)CN1C(=O)C(O)=C(C(C)=O)C1c1ccc(F)cc1 (configuration not stated)	1.2	1.1	1.1	1	0	1.2	-2	1	-14	-6
Cc1ccc(Oc2ccccc2)c(NC=O)c1	0.9	1	0.98	1	7	1	-2	1	-7	1
CN1CCN(C(=S)c2cn(CCOc3ccccc3)c3ccccc23)CC1	1	1	2.7	1.1	25	1.1	-6	1.1	3	-2
CCc1ccccc1N1CCN(S(=O)(=O)c2ccc(F)c(C)c2)CC1	1	1.1	0.57	0.7	-3	0.9	5	1	-9	-7
CC(C)(C)C(=O)Cn1c(=N)n(Cc2ccccc2Cl)c2ccccc21	1.1	1.1	0.93	0.9	-1	1	-7	1.1	-12	-7
O=C(CSc1nnc(-c2ccc(Cl)cc2)n1Cc1ccco1)Nc1ccc2c(c1)OCCO2	0.8	1.1	0.82	0.9	-4	0.9	-2	1	-6	-7
C=CCNC(=O)c1ccc(-c2nc(-c3ccc(Cl)c(Cl)c3)cs2)cc1	1	1.1	1.2	0.8	-1	1.1	-1	1	-15	-6
